# Screening results from PubChem.
# KCNQ1 act: potentiators or activators of KCNQ1 channel, primary screen, cell-based, thallium flux, high-throughput. Potassium voltage-gated channel subfamily KQT member 1 (Homo sapiens), P51787. AID 2648, 2010. B-score at 10 µM. hit rate 0.35% among 310,000. CHO-K1 KCNQ1, thallium flux FluxOR fluorescence; hits give high values;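 active = fluorescence ratio B-score, a plate-corrected score, at least three library SD, with initial intensity B-score within 5 SD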
#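 Assay system: CHO-K1 cells stably expressing KCNQ1; Medium: assay buffer with matched DMSO; Also added: K+/Tl+ depolarizing stimulus; Dosing: single dose; Timing: dye 90 min, compound 20 min, room temperature; Measured by: kinetic FluxOR thallium fluorescence, 10-s 1-Hz baseline, 110-s post-stimulus read; Read-out: peak-minus-minimum fluorescence over initial fluorescence, negative-control normalized, B-scored.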
# MrgX1 ag: agonists of human MrgX1 receptor, primary screen, HEK293 cells, Fluo-4 calcium flux. Fluo-4 calcium fluorescence, agonist mode; hits give high values. B-score at 10 µM. hit rate 0.44% among 310,000;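 active = calcium response B-score plate-corrected fluorescence ratio at least 3 library SD, with starting fluorescence B-score inside 5 SD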
# Target sequence (Q96LB2 whole entry, looked up): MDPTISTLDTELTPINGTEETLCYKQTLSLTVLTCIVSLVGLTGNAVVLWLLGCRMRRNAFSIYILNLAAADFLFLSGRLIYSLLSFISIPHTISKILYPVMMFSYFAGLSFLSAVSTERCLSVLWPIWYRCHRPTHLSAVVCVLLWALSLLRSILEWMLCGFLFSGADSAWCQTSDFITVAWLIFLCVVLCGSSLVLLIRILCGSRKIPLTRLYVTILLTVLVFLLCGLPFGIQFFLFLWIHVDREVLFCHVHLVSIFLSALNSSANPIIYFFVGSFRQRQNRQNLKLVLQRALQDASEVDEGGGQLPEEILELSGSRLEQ
#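 Material: HEK293 cells stably expressing human MrgX1 receptor | Quantity: 15,000 cells per well | Times: Cells plated overnight, dye loaded 0.5 h 37 °C, 0.5 h room temperature | Measured by: Kinetic Fluo-4 NW fluorescence of intracellular calcium | Control set: Positive and negative controls per plate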
# RGS4 block: RGS4 inhibitors, primary screen, cell-based, HEK293 M3R inducible RGS4, calcium flux; Regulator of G-protein signaling 4 (Homo sapiens), P49798; Fluo-4 calcium flux; hits give high values; triggered by carbachol at its EC20; B-score at 10 µM; hit rate 0.45% among 310,000; AID 463165, 2010;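 active = B-score, a plate-corrected calcium signal, over three deviations above library mean, with baseline fluorescence within five deviations of library mean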;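 note: RGS4 expression induced by doxycycline in cells with stable M3 receptor; B-score is computed from the integrated fluorescence ratio over baseline after carbachol; higher B-score means a larger calcium signal and so more RGS4 inhibition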
# Target sequence (P49798 whole entry, looked up): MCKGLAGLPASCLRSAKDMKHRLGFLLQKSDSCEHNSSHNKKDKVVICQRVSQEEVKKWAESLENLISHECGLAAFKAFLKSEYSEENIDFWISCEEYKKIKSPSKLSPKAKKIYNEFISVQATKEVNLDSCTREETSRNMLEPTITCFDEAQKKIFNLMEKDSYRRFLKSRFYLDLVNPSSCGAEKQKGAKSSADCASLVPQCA
# ANO1 block: TMEM16A chloride channel inhibitors, primary screen, cell-based, HTS | Anoctamin-1 (Mus musculus), Q8BHY3 | HEK293 TMEM16A/YFP iodide influx fluorescence, ionomycin | normalized B-score (activity score, 25-100; higher = stronger inhibition) at 10 µM | hit rate 1.2% among 310,000;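 active = ratio plate-corrected score three or more library SD toward inhibition, starting fluorescence score within five deviations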;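 note: score derived from kinetic fluorescence span divided by baseline fluorescence per well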
# ANO1 activ: TMEM16A chloride channel activators or potentiators, primary screen, cell-based, HTS; HEK293 TMEM16A/YFP-H148Q/I152L, iodide quench fluorescence; hits give low values; B-score at 10 µM; hit rate 0.3% among 340,000;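 active = fluorescence-ratio B-score plate-corrected deviation score at least 3 library SD below zero, with starting fluorescence score within 5 deviations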;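 note: channel opened by trigger with iodide after compound preincubation; score built on the fluorescence ratio of max minus min over baseline; more negative score means more quench and so TMEM16A activation or potentiation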
# KCNK3 inh: human KCNK3 channel inhibitors, primary screen, CHO cells, FluxOR thallium flux, B-score | B-score at 10 µM | hit rate 0.84% among 340,000 | Potassium channel subfamily K member 3 (Homo sapiens), O14649 | FluxOR fluorescence; hits give low values;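 active = B-score under library mean minus 4 SD, starting fluorescence ratio at most library mean plus 5 SD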;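 note: more negative B-score means stronger inhibition of thallium flux through KCNK3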
# Target sequence (O14649 whole entry, looked up): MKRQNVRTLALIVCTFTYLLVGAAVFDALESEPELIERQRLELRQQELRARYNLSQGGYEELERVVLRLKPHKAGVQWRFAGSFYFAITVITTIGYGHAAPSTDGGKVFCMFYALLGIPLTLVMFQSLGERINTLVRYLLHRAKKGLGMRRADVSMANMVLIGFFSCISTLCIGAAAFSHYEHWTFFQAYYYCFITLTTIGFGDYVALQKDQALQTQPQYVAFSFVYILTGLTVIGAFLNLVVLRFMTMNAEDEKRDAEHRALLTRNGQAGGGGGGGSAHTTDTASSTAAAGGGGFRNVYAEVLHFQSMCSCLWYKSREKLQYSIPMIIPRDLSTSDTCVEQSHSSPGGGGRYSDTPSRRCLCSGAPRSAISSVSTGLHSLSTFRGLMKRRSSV
# KCNK9 inh: KCNK9 potassium channel inhibitors, primary screen, HEK293 cells, thallium flux; FluxOR thallium flux fluorescence; hits give low values; B-score at 10 µM; hit rate 1.2% among 310,000;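 active = ratio B-score over 3 SD below the library mean, with starting fluorescence within 5 SD of its mean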;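 note: negative B-score means less thallium flux so channel inhibition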
# hERG rescue: hERG rescue from dofetilide block, primary screen, cell-based, CHO-hERG, FluxOR thallium flux, dofetilide IC70. Voltage-gated inwardly rectifying potassium channel KCNH2 (Homo sapiens), Q12809. dofetilide IC70 present. activation (rescue from dofetilide block), less the hit threshold, % at 10 µM. hit rate 0.51% among 310,000;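 active = activation above the mean of controls blocked by dofetilide plus 5 SD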;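 note: thallium influx through hERG after potassium depolarization seen as dye fluorescence rise; in these data hits start at about 4.7%; inactives centre near -7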
# MrgX1 PAM: positive allosteric modulators of MrgX1, primary screen, HEK293 cells, Fluo-4 calcium flux; FDSS; hits give high values; B-score at 10 µM; hit rate 0.63% among 310,000; AID 588675, 2011;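 active = plate-corrected calcium response at least 3 library SD above typical, normal starting fluorescence, not activating the receptor alone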;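 note: compound read alongside a low EC10 to EC30 dose of BAM8-22 agonist; peak minus trough fluorescence over baseline measured at the second addition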
# RGS4 act: RGS4 potentiators or activators, primary screen, cell-based, HEK293 M3R inducible RGS4, calcium flux; AID 463111, 2010; hit rate 0.92% among 310,000; carbachol calcium flux Fluo4; hits give low values; B-score at 10 µM;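 active = B-score of the integrated calcium signal more than 4 SD below the library mean, with starting fluorescence not abnormally high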;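 note: negative B-score means reduced calcium response which marks RGS4 activation or potentiation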
#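 Test system: HEK293 cells with stable M3R and inducible RGS4; also added: carbachol at ECmax as muscarinic agonist stimulus; schedule: dye loading 30 min 37 °C, buffer rest 30 min RT; technique: kinetic calcium fluorescence imaging with Fluo4-AM dye, 2 µM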
# KCNQ1 inh: inhibitors of human KCNQ1 channel, primary screen, cell-based, thallium flux, high-throughput. hit rate 1.3% among 310,000. B-score at 10 µM. CHO-K1 KCNQ1, FluxOR thallium flux fluorescence; hits give high values;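 active = compounds whose thallium flux B-score, printed positive for inhibition, exceeds three library SD while starting fluorescence stays within three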;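 note: channel opened by potassium depolarization with thallium stimulus after 20 min compound exposure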
# Numbers without * were called inactive; i = inactive; / = not tested or not shown. Hits appear at their usual frequency; 6.3% or so of the library scored in one or more.
# Screens in order – KCNQ1 act | MrgX1 ag | RGS4 block | ANO1 block | ANO1 activ | KCNK3 inh | KCNK9 inh | hERG rescue | MrgX1 PAM | RGS4 act | KCNQ1 inh
- O=C(C1=C[C@@H](C2CCCCC2)C[C@@H](OCCCCO)O1)N1CCOCC1
    i | i | i | i | i | i | i | -7 | i | i | i
- Cc1occc1-c1nnc(SCC(=O)N2CCCCC2)o1
    i | i | i | i | i | i | i | -13 | i | i | i
- O=C(COC(=O)c1cc(=O)[nH]c2ccccc12)Nc1nc(-c2cccc(Br)c2)cs1
    i | i | i | i | i | i | i | -20 | i | i | i
- Cn1c2c(c(=O)n(C)c1=O)C(c1ccccc1Cl)C(C#N)=C(N)O2 (stereo not drawn)
    i | i | i | i | i | i | i | -6 | i | i | i
- COCCn1c(=S)[nH]c2cc(C(=O)NCCc3ccc(OC)c(OC)c3)ccc2c1=O
    i | i | i | i | i | i | i | -7 | i | i | i
- COc1ccccc1C(=O)NCCNC(=O)c1ccco1
    i | i | i | i | i | i | i | -11 | i | i | i
- COc1ccc2[nH]c(C(O)(Cc3cccnc3)Cc3cccnc3)cc2c1
    i | i | i | i | i | i | i | -9 | i | i | i
- CC1(C)CC(N(Cc2ccc(F)cc2)C(=O)c2ccc(F)cc2)CCO1 (stereo not drawn)
    i | i | i | i | i | i | i | -4 | i | i | i
- O=C(CN1C(=O)C2C3CCC(C3)C2C1=O)N1CCN(Cc2ccccc2)CC1 (stereo not drawn)
    i | i | i | i | i | i | i | -9 | i | i | i
- Cn1c(=O)c(C(=O)CN2CCOCC2)c(N)n(Cc2ccccc2)c1=O
    i | i | i | i | i | i | i | -8 | i | i | i
- O=[N+]([O-])c1ccc(C(=S)N2CCN(c3ccc(F)cc3)CC2)cc1
    i | i | i | i | i | i | i | -9 | i | i | i
- CN(C)c1cccc(C(=O)OCC(=O)Nc2ccccc2-c2ccccc2)c1
    i | i | i | i | i | i | i | -1 | i | i | i
- CCn1c(SCC(=O)c2[nH]c(C)c(C(C)=O)c2C)nnc1-c1ccncc1
    i | i | i | i | i | i | i | 1 | i | i | i
- C=CCn1c(-c2cccs2)nc2ccccc21
    / | i | / | i | i | i | / | / | i | / | /
- COc1ccccc1NC(=O)c1cnc(SC)nc1
    i | i | i | i | i | i | i | -7 | i | i | i
- COCC(=O)N1CCCC(N(C)CCc2ccc(OC)c(OC)c2)C1 (stereo not drawn)
    i | i | i | i | i | i | i | -9 | i | i | i
- CC(=O)n1cc(/C=N/NC(N)=S)c2ccccc21
    i | i | i | i | i | i | i | -6 | i | i | i
- O=C1NC[C@H](Cc2ccc(O)cc2)N(CC2CCCCC2)C1=O
    i | i | i | i | i | i | i | -8 | i | i | i
- COc1ccc(-n2c(Cc3cccn3C)nnc2SCC(=O)Nc2cc(Cl)ccc2OC)cc1
    i | i | i | i | i | i | i | -9 | i | i | i
- CC1CCCCC1NC(=O)c1cccc(S(=O)(=O)N2CCN(C)CC2)c1 (stereo not drawn)
    i | i | i | i | i | i | i | -9 | i | i | i
- O=C(C1=C(O)C(=O)N(CCCn2ccnc2)C1c1ccc(F)cc1)c1ccco1 (stereo not drawn)
    i | i | i | i | i | i | i | -7 | i | i | i
- CCOC(=O)CN1C(=O)c2ccccc2Sc2ncccc21
    i | i | i | i | i | i | i | -3 | i | i | i
- C=CCNC(=O)COC(=O)c1cc(S(=O)(=O)N2CCOCC2)ccc1N1CCCCC1
    i | i | i | i | i | i | i | -1 | i | i | i
- Cc1ccccc1C(=O)OC(C)CN1CCOCC1 (stereo not drawn)
    i | i | i | i | i | i | i | -5 | i | i | i
- COc1ccc(-c2cc(C(=O)N3CC(C)CC(C)C3)c3ccccc3n2)cc1 (stereo not drawn)
    i | i | i | i | i | i | i | -10 | i | i | i
- COC(C(=O)NNC(=O)Cc1ccc(Cl)cc1)c1ccccc1 (stereo not drawn)
    i | i | i | i | i | i | i | -4 | i | i | i
- CCOCCCNCC(O)c1ccccc1 (stereo not drawn)
    i | i | i | i | i | i | i | -5 | i | i | i
- CCOc1ccccc1C(=O)Nc1cnn(Cc2ccc(F)cc2)c1
    i | i | i | i | i | i | i | -5 | i | i | i
- COc1ccc(-c2csc(/C(C#N)=C(\O)CSc3nccn3C)n2)cc1OC
    i | i | i | i | i | i | i | -4 | i | i | i
- COc1nc(NC(C)(C)C)nc(Oc2ccc(=O)n(-c3ccccc3)n2)n1
    i | i | i | i | i | i | i | -11 | i | i | i
- CN1C(=O)NC(c2ccccc2)C2=C1CN(Cc1ccccc1)C2=O (stereo not drawn)
    i | i | i | i | / | / | i | -9 | i | i | i
- Cc1ccc(S(=O)(=O)Nc2ccccc2/C=N/c2nc3ccccc3n2C)cc1
    / | i | / | i | i | i | / | / | i | / | /
- COc1cc(C(C(=O)NC(C)(C)C)N(Cc2ccccc2)C(=O)c2cnccn2)cc(OC)c1OC (stereo not drawn)
    i | i | i | i | i | i | i | -11 | i | i | i
- CCC(=O)NNC(=O)c1cc(COc2cc(Cl)cc(Cl)c2)on1
    i | i | i | i | i | i | i | -6 | i | i | i
- CCOc1cc(C(=O)O)cc(Cl)c1OCC#N
    i | i | i | i | i | i | i | 0 | i | i | i
- CCC(C)NC(=O)C(Cc1ccccc1)NS(=O)(=O)c1ccc2c(c1)CCC(=O)N2 (stereo not drawn)
    i | i | i | i | i | i | i | -14 | i | i | i
- CN(C)S(=O)(=O)c1cccc(NC(=S)NN=C(Cc2ccccc2)Cc2ccccc2)c1
    i | i | i | i | i | i | i | -4 | i | i | i
- Cc1nc(SCCOc2ccccc2)[nH]c(=O)c1Cc1ccccc1
    i | i | i | i | i | i | i | -8 | i | i | i
- CC(=O)/C(=N\Nc1ccccc1)Sc1cccc2cccnc12
    i | i | i | i | i | i | i | -10 | i | i | i
- Cn1c(NC(=O)c2ccco2)cc(=O)n(C)c1=O
    i | i | i | i | i | i | i | -6 | i | i | i
- Nc1ccccc1-n1c(=O)n(Cc2ccccc2F)c(=O)c2[nH]cnc21
    i | i | i | i | i | i | i | -1 | i | i | i
- OC1(c2ccc(OC(F)F)cc2)CSC(=Nc2cccnc2)N1Cc1ccco1 (stereo not drawn)
    i | / | i | / | i | -11* | i | -34 | / | i | i
- Cc1noc(NC(=O)c2cccc(C(F)(F)F)c2)c1Cl
    i | i | i | i | i | i | i | -23 | i | i | i
- O=C(c1ccccc1F)N1CCCC(C(=O)N2CCN(c3ccccc3)CC2)C1 (stereo not drawn)
    i | i | i | i | i | i | i | -4 | i | i | i
- Nc1nc(Cl)cc(NCCc2ccccc2)n1
    i | i | i | i | / | / | i | -4 | i | i | i
- CCc1ccccc1NC(=S)N(CCN1CCCCCC1)Cc1ccco1
    i | i | i | i | i | i | i | -6 | i | i | i
- CC(=O)N1c2ccc(S(=O)(=O)NCCC(=O)Nc3ccc(F)cc3C)cc2CC1C (stereo not drawn)
    i | i | i | i | i | i | i | -4 | i | i | i
- O=C1NCCCc2c1oc1ccc(O)cc21
    i | i | i | i | i | i | i | -14 | i | i | i
- O=S(=O)(c1ccc(Cl)cc1)n1nnc2ccccc21
    i | i | i | i | i | i | i | -13 | i | i | i
- Cc1noc(C(F)(F)F)c1C(=O)NNC(=O)c1ccccc1
    i | i | i | i | i | i | i | -7 | i | i | i

# Additional compounds follow.
# Screens in order – KCNQ1 act | MrgX1 ag | RGS4 block | ANO1 block | ANO1 activ | KCNK3 inh | KCNK9 inh | hERG rescue | MrgX1 PAM | RGS4 act | KCNQ1 inh
- O=C(CN1CCCC1)NC12CC3CC(CC(C3)C1)C2
    i | i | i | i | i | i | i | -7 | i | i | i
- CCOC(=O)CC(NC(=O)CCc1c(C)nc2ncnn2c1C)c1ccc(C)cc1 (stereo not drawn)
    i | i | i | i | i | i | i | -7 | i | i | i
- Oc1ccccc1/C=C/c1noc(-c2ccccc2O)n1
    i | i | i | i | i | i | i | -7 | i | i | i
- O=C(NCCN1CCOCC1)c1cc2ccccc2oc1=O
    i | i | i | i | i | i | i | 0 | i | i | i
- CC(C)CCn1cnc2c(oc3nc4c(cc32)CCCC4)c1=O
    i | i | i | i | i | i | i | -11 | i | i | i
- COc1cc(CNCc2cc(OC)ccc2OC)cc(OC)c1
    i | i | i | i | i | i | i | 2 | i | i | i
- CCC(=O)NCCC(c1ccco1)c1ccccc1OC (stereo not drawn)
    i | i | i | i | i | i | i | -3 | i | i | i
- Cn1c2c(c3cc([N+](=O)[O-])ccc31)CCCC2
    i | i | i | i | i | i | i | -10 | i | i | i
- Cc1cc(C(=O)OCC(=O)Nc2cccc(S(N)(=O)=O)c2)c2ccccc2n1
    i | i | i | i | i | i | i | -10 | i | i | i
- CN1CCCN(C(=O)c2ccc(Cl)s2)CC1
    i | i | i | i | i | i | i | -8 | i | i | i
- COc1ccc2c(c1OC)C(=O)N(c1ccccc1)C2=O
    i | i | i | i | i | i | i | -6 | i | i | i
- O=c1c(-c2nc3ccccc3s2)cccn1Cc1ccc(Cl)c(Cl)c1
    i | i | i | i | i | i | i | -9 | i | i | i
- Cc1ccc(CC(C(=O)O)C(C)C(=O)Nc2ccc(F)cc2)cc1 (stereo not drawn)
    i | i | i | i | i | i | i | -4 | i | i | i
- Cn1c(=O)c2c(nc(NCc3ccco3)n2CC(O)COc2ccccc2)n(C)c1=O (stereo not drawn)
    i | i | i | i | i | i | i | -17 | i | i | i
- Cc1c(Cl)c([N+](=O)[O-])nn1CC(=O)N1CCN(Cc2ccccc2)CC1
    i | i | i | i | i | i | i | -9 | i | i | i
